SUMO1 PPI mod: modulators of SUMO1 protein-protein interactions, primary screen, biochemical, uHTS | Small ubiquitin-related modifier 1 (Homo sapiens), P63165 | SUMO1 binding to a labelled peptide, TR-FRET, 1 h | inhibition, % at 20 µM | hit rate 0.33% among 360,000; in the data active = inhibition above about 37%
Target sequence (P63165 whole entry, looked up): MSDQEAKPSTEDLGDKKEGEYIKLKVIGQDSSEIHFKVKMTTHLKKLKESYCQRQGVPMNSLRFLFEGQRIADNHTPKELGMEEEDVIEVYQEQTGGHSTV
NadD block: inhibitors of S. aureus NadD, primary screen, biochemical, colorimetric, uHTS; hit rate 0.78% among 360,000; inhibition, % at 20 µM; purified NadD enzyme, colorimetric absorbance read-out; Nicotinate-nucleotide adenylyltransferase NadD (Staphylococcus aureus N315); in the data active = inhibition above about 26%; note: some compounds past the cut are filed as inactive
MsrA inh: bovine MsrA enzyme inhibitors, primary screen, biochemical, absorbance, HTS; hit rate 0.75% among 360,000; inhibition, % at 15.5 µM; Methionine sulfoxide reductase A (Bos taurus); AID 651718, 2012; purified bovine MsrA, absorbance read-out; in the data active = inhibition above about 4.5%;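 note: 0% = vehicle wells with enzyme and 100% = reference inhibitor wells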
Scp-1 inhibitor: Scp-1 phosphatase inhibitors, primary screen, biochemical, colorimetric, uHTS; hit rate 0.88% among 340,000; inhibition, % at 20 µM; Recombinant Scp1, phosphopeptide, malachite green phosphate absorbance;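 active = inhibition above about 50% at 20 µM, limit read from the data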;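 note: plate controls were DMSO wells with enzyme for no effect and wells lacking enzyme for full effect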
Target sequence (Q9GZU7 76-261 limits assumed): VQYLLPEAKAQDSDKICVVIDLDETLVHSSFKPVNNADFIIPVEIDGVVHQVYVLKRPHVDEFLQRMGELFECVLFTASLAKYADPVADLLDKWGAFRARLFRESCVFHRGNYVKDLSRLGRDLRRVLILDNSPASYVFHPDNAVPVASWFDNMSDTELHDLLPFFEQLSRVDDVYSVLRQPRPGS
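Assay system: SCP-1 catalytic fragment, aa 76-261 | Buffer or medium: Tris acetate buffer pH 5.5 with MgCl2 and Tween-20 | Compound: One concentration, 20 µM, with 1.0% DMSO | Also added: Phospho 17-mer peptide substrate | Signal: Absorbance at 630 nm | Incubation: 45 min enzyme reaction at room temperature | Measure: % inhibition of SCP-1 phosphate liberation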
DNMT1 inh: human DNMT1 methyltransferase inhibitors, primary screen, biochemical, molecular beacon, fluorescence, HinP1I cleavage, uHTS; hit rate 0.83% among 360,000; AID 588458, 2011; inhibition (reported as % activation of signal), % at 10 µM; DNA (cytosine-5)-methyltransferase 1 (Homo sapiens), P26358; in the data active = inhibition above about 50%
STEP block: STEP phosphatase inhibitors, primary screen, biochemical, fluorescence intensity, uHTS | AID 588621, 2011 | inhibition, % at 20 µM | Tyrosine-protein phosphatase non-receptor type 5 (Homo sapiens), P54829 | recombinant STEP, OMFP fluorogenic substrate | hit rate 0.25% among 360,000;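 active = inhibition at 20 µM, scaled per plate between control wells, above about 37%, limit read from the data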;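 note: 0% = DMSO with enzyme and substrate and 100% = substrate only without enzyme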
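System: STEP (striatal-enriched tyrosine phosphatase) enzyme, cell-free; medium: Bis-Tris pH 6.0 buffer with DTT, detergent; dosing: 20 µM, 1% DMSO; times: reaction 20 min, ambient temperature; detection: fluorescence, 480/540 nm; read-out basis: normalized % inhibition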
CSN deneddyl inh: inhibitors of CSN-mediated cullin deneddylation, primary screen, biochemical, fluorescence polarization, uHTS. hit rate 0.38% among 360,000. COP9 signalosome complex subunit 5 (Homo sapiens), Q92905. Purified CSN, SCF-Nedd8-OG deneddylation. AID 651999, 2013. inhibition, % at 12.5 µM;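 active = pattern-corrected inhibition above about 35%, with an unprinted fluorescence ratio check between 0.5 and 1.5, limit read from the data, passing the limit was not always enough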;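 note: 0% = enzyme with substrate and 100% = substrate without enzyme; some results filed as inactive read as strong as hits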
Target sequence (Q92905 whole entry, looked up, one chain of several): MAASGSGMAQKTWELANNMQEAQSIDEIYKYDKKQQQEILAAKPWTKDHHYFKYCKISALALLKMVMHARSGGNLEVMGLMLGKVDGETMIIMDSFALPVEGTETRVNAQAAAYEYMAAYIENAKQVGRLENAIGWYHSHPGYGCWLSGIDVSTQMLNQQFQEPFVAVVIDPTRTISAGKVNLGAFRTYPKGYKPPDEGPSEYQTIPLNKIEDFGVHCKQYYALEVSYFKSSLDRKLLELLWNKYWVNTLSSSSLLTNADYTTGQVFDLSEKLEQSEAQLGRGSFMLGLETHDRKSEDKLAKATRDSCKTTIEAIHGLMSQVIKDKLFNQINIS
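assay system = purified human Csn5 enzyme expressed in HEK293T cells | amount = 0.24 nM enzyme | buffer or medium = Tris/NaCl/DTT buffer, pH 7.5 | reagent = 10 nM SCFSkp2-Nedd8OG | compound = one concentration, 12.5 µM, 0.25% DMSO | times = 90 min reaction at room temperature | signal = FP | read-out basis = % inhibition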
TbMetRS inhib: T. brucei MetRS inhibitors, primary screen, biochemical, luminescence. purified T. brucei MetRS, ATP depletion, Kinase-Glo luminescence. inhibition, % at 11.9 µM. hit rate 0.4% among 360,000. AID 624268, 2012;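 active = inhibition above a per-plate cutoff of the control wells' mean inhibition plus 3 SD, cut at about 5.5% in these data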;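 note: 0% = DMSO wells median and 100% = median of wells with control inhibitor compound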
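Dosing: 11.9 µM compound single dose, 0.9% DMSO; Assay system: purified T. brucei MetRS enzyme; Measured by: Kinase-Glo luciferase luminescence reporting remaining unconsumed ATP; Schedule: 15 min plus 2 h at 25 °C.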
Rpn11 inh: Rpn11 (PSMD14) deubiquitinase inhibitors, primary screen, biochemical, fluorescence polarization, uHTS; 26S proteasome non-ATPase regulatory subunit 14 (Homo sapiens), O00487; hit rate 0.59% among 360,000; human 26S proteasome, Ub4-pepOG fluorescence polarization; 20S core pre-blocked with epoxomicin; calls only at 20 µM;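 active = inhibition at 20 µM, scaled to each plate's controls, above about 33%, limit read from the data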
LMPTP block: LMPTP phosphatase inhibitors, primary screen, biochemical, fluorescence intensity, uHTS; Low molecular weight phosphotyrosine protein phosphatase (Homo sapiens), P24666; recombinant LMPTP-A, OMFP fluorogenic substrate; inhibition, % at 20 µM; hit rate 0.22% among 360,000; AID 651560, 2012;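 active = compounds that cut the enzyme signal by at least half of the control window in the single-dose screen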;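 note: plate controls were DMSO wells with enzyme plus substrate for no effect and substrate without enzyme for full effect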
Target sequence (P24666 whole entry, looked up): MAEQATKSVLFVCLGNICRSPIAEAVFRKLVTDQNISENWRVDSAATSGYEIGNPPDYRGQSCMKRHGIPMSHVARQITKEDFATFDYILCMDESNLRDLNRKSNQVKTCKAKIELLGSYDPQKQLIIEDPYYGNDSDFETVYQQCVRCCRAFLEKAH
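Assay system: LMPTP-A phosphatase enzyme | Input: 0.625 nM enzyme | Also added: Fluorogenic phosphatase substrate OMFP at 400 µM final | Compound dosing: One test concentration per compound, 20 µM, with 3% DMSO overall | Schedule: 50 min enzyme reaction at room temperature, protected from light | Signal: Fluorescence intensity | Benchmarks: no-enzyme and uninhibited controls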
The depositor's hits bear a star; i = inactive; · = not tested or not shown.

SMILES | SUMO1 PPI mod | NadD block | MsrA inh | Scp-1 inhibitor | DNMT1 inh | STEP block | CSN deneddyl inh | TbMetRS inhib | Rpn11 inh | LMPTP block
O=C(NNC(=O)c1cccnc1)Nc1cccc2ccccc12 | -9.4 | -3.9 | -0.7 | -5.2 | -6.0 | 0.2 | 0.7 | -0.4 | i | 0.5
Nc1nc(C(c2ccccc2)c2ccccc2)cs1 | 22.9 | -2.2 | 1.4 | -3.4 | 2.1 | 0.8 | -1.7 | 0.1 | i | 1.4
COc1ccc(C(=O)Nc2ccccc2C(=O)Nc2ccccc2C(=O)O)cc1 | 21.1 | -4.8 | 0.5 | -7.0 | -18.4 | -1.0 | 1.5 | -0.3 | i | 0.9
Cc1ccc2[nH]c(O)c(N=Nc3ccccc3[N+](=O)[O-])c2c1 | -1.9 | -0.8 | 0.0 | -13.3 | 13.7 | 1.8 | -1.6 | -0.3 | i | 4.2
CCCCCN1CC(=O)N2Cc3[nH]c4ccccc4c3C[C@H]2C1=O | -3.8 | -0.2 | 0.3 | -7.5 | -0.6 | 3.0 | -9.7 | 0.3 | i | 0.4
COc1ccc(/C=C2/SC(=S)N(n3c(C)ccc3C)C2=O)cc1 | -11.0 | 4.1 | -0.1 | -10.3 | -1.2 | 2.2 | 0.4 | 0.6 | i | 3.1
O=C(OCc1ccc(-c2ccccc2)cc1)c1cccc(O)c1 | 2.2 | -9.3 | -0.7 | -17.0 | -14.7 | 0.2 | -1.4 | -0.1 | i | 5.1
CCOc1cc(NC(=S)NCC2CCCO2)c(OCC)cc1NC(=O)c1ccccc1C (configuration not stated) | 0.8 | 1.3 | 0.7 | -6.0 | -6.6 | 0.5 | -1.0 | 0.3 | i | -0.3
Cc1ccc(C)c(NC(=O)CSc2nccn2Cc2ccco2)c1 | 4.2 | 2.1 | 0.0 | -9.2 | -0.7 | -2.5 | -7.0 | -0.2 | i | -1.2
Cc1oc(-c2ccccc2)nc1C(=O)OCC(=O)NCc1ccc(Cl)cc1 | 1.2 | -1.8 | -0.3 | 0.7 | -0.1 | 3.4 | 1.7 | 0.6 | i | 0.3
Cc1nn(C)cc1C(C(=O)NC1CCCCC1)N(Cc1ccccc1Cl)C(=O)c1cnccn1 (configuration not stated) | 2.7 | -0.6 | 0.2 | -3.4 | 0.3 | -1.7 | -7.7 | 0.1 | i | -0.5
Cc1nn(C)c(C(=O)NCc2ccc(Cl)cc2)c1Cl | 0.4 | -0.8 | -0.6 | -7.8 | -4.9 | -1.4 | -16.6 | -0.1 | i | -1.8
COc1ccc(C(=O)C2CCCN(Cc3cccn3-c3nccs3)C2)cc1OC (configuration not stated) | -1.1 | 5.3 | -0.6 | -0.8 | -0.4 | -1.5 | -5.2 | -1.7 | i | 1.4
Cc1cc2c(SCC(=O)NC3CCCCC3)ncnc2s1 | 1.9 | -0.4 | -1.2 | -7.7 | -1.0 | -0.6 | 0.4 | -0.7 | i | 0.3
COc1ccc(C(=O)N2CCN(Cc3ccccn3)CC2)cc1 | 12.4 | -5.8 | -0.5 | -10.1 | 1.7 | -2.0 | -2.3 | -0.2 | i | -2.8
CC(C)N(Cc1ccccc1)C(=O)CN1C(=O)COc2ccc(S(=O)(=O)NC3CCCC3)cc21 | -4.9 | -1.6 | -0.1 | -1.4 | 2.9 | 0.1 | -1.2 | -0.2 | i | 0.2
Cc1cc(C(=O)Nc2ccc(F)cc2F)on1 | 4.3 | -2.6 | 1.2 | -0.3 | 0.4 | -1.8 | 0.8 | -1.1 | i | -2.3
CC(=O)Nc1cccc(-c2ccnc3c2CC(C(=O)Nc2cccc(N(C)C)c2)O3)c1 (configuration not stated) | -0.6 | 6.6 | 0.4 | · | -4.8 | 1.3 | -4.5 | 0.0 | i | 0.5
C=CCN1C(=O)S/C(=C/c2ccsc2)C1=O | -25.1 | -7.9 | 4.0 | -8.0 | -3.5 | 0.3 | 2.6 | 0.0 | i | 0.1
O=C(NCCS(=O)(=O)N1CCCCCC1)c1ccc(F)cc1 | -1.0 | -2.0 | 1.2 | -13.1 | 0.6 | 2.2 | 1.8 | -0.3 | i | -2.6
Cc1ccc(C(=O)NNC(=O)c2ccc(Br)s2)cc1S(=O)(=O)N1CCOCC1 | 1.3 | 3.7 | 0.1 | 6.2 | 19.4 | 0.3 | -1.0 | -0.2 | i | 0.9
CCC1Sc2ccc(S(=O)(=O)CCC(=O)N3CCc4ccccc43)cc2NC1=O (configuration not stated) | 3.0 | 8.8 | -0.1 | 21.1 | 3.8 | -0.8 | -3.2 | -0.7 | i | 0.3
O=C(NCc1ccccn1)C1CCN(S(=O)(=O)N2CCC3(CC2)OCCO3)CC1 | -5.5 | -0.4 | 1.4 | 2.7 | 1.7 | -1.9 | -1.7 | -0.8 | i | -2.2
CC1CCCN(C(=O)Cn2c3ccccc3c3nc4n(c(=O)c32)CCS4)C1 (configuration not stated) | -8.1 | -1.6 | 0.9 | -10.3 | 0.9 | -1.6 | 2.0 | -0.6 | i | -1.2
COc1ccc2sc(-c3ccccc3OC)c(-c3ccc(OCCN(C)C)cc3)c2c1 | -105.3 | 7.4 | 0.0 | 3.9 | -19.7 | 2.0 | 3.5 | -1.9 | i | -4.4

Single records, from the list above. Values in the order: SUMO1 PPI mod | NadD block | MsrA inh | Scp-1 inhibitor | DNMT1 inh | STEP block | CSN deneddyl inh | TbMetRS inhib | Rpn11 inh | LMPTP block
CCC1Sc2ccc(S(=O)(=O)CCC(=O)N3CCc4ccccc43)cc2NC1=O (configuration not stated) as listed: 3.0 | 8.8 | -0.1 | 21.1 | 3.8 | -0.8 | -3.2 | -0.7 | i | 0.3
Cc1oc(-c2ccccc2)nc1C(=O)OCC(=O)NCc1ccc(Cl)cc1 as listed: 1.2 | -1.8 | -0.3 | 0.7 | -0.1 | 3.4 | 1.7 | 0.6 | i | 0.3
CCCCCN1CC(=O)N2Cc3[nH]c4ccccc4c3C[C@H]2C1=O as listed: -3.8 | -0.2 | 0.3 | -7.5 | -0.6 | 3.0 | -9.7 | 0.3 | i | 0.4

The listing continues:
SMILES | SUMO1 PPI mod | NadD block | MsrA inh | Scp-1 inhibitor | DNMT1 inh | STEP block | CSN deneddyl inh | TbMetRS inhib | Rpn11 inh | LMPTP block
Cc1cccc(Nc2ncnc3onc(-c4cccc(Cl)c4)c23)c1C | 4.9 | -0.4 | 0.0 | -8.1 | 1.7 | 3.4 | -7.1 | -0.3 | i | 1.0
O=C(c1cccc(Br)c1)N1CCN(C(=O)N2CCCCC2)CC1 | 0.2 | 9.6 | -0.6 | -10.5 | -0.4 | -0.3 | 3.4 | -1.0 | i | -0.4
CSc1ccc(CN2CCCC(N3CCN(c4ccccc4)CC3)C2)cc1 (configuration not stated) | 4.0 | -3.1 | 0.1 | 1.2 | -0.5 | -3.0 | 0.8 | -1.6 | i | -1.5
O=C(Nc1ccccc1)c1cc([N+](=O)[O-])ccc1N1CCCCC1 | -25.5 | 3.8 | -0.3 | 11.5 | 0.2 | -0.8 | 1.0 | -0.1 | i | 2.7
O=C(COC(=O)c1ccc(F)c(S(=O)(=O)N2CCOCC2)c1)Nc1ccc2[nH]c(=O)[nH]c2c1 | 61.4* | 1.0 | 0.3 | -2.5 | -0.7 | -1.6 | -2.7 | 0.0 | i | -2.3
COCc1nc2oc3ccc(F)cc3c(=O)c2cc1C(=O)OC | -31.7 | -10.8 | 0.1 | -9.1 | -0.7 | 1.6 | -1.0 | -0.1 | i | 0.7
Cc1ccc(NC(=O)CSc2n[nH]c(C)c2[N+](=O)[O-])cc1C | -5.2 | -6.3 | 0.8 | -13.2 | 0.9 | 1.8 | -3.1 | -0.6 | i | -0.1
COc1ccc(OC)c(NC(=O)c2ccc(CSc3nnc(C)s3)cc2)c1 | 1.7 | -2.1 | 0.8 | -3.1 | 0.1 | -0.8 | 1.6 | -2.3 | i | 0.0
COC(=O)c1[nH]c2c(c1C)C(=O)CC(c1cccs1)C2 (configuration not stated) | -0.3 | -5.3 | 0.3 | -4.1 | -1.2 | -1.2 | 0.6 | -1.1 | i | 1.0
CCCS(=O)(=O)N1CCC(C(=O)NCc2ccccc2Cl)CC1 | 1.1 | -1.7 | -0.3 | -12.2 | 0.7 | -6.1 | 0.9 | 0.0 | i | -2.0
CC(C)CC(N)c1csc(Nc2ccc(C(=O)NCCO)cc2)n1 (configuration not stated) | -0.3 | 2.4 | -1.3 | · | 0.9 | 0.0 | -0.6 | -0.2 | i | -0.4
Cc1cc(C)cc(Nc2nc3ccccc3c(=O)[nH]2)c1 | -1.7 | 1.8 | -1.4 | -2.7 | 2.5 | 0.9 | -6.1 | 3.5 | i | 0.7
COc1ccc(/C=C/C(=O)NC(=S)NCC2CCCO2)cc1 (configuration not stated) | -9.4 | -5.7 | 4.2 | -7.4 | -0.2 | 2.1 | -7.7 | 0.1 | i | -1.0
Cn1cccc1Cc1nnc(SCC(=O)NCC2CCCO2)n1-c1ccc(F)cc1 (configuration not stated) | -2.3 | 1.7 | 0.0 | -12.5 | -2.4 | -2.8 | -8.1 | -1.2 | i | -0.4
COc1cccc(C(=O)O)c1OS(=O)(=O)c1ccc(C)cc1 | -3.1 | -5.8 | 0.0 | · | 2.3 | -3.0 | -0.6 | -0.2 | i | -1.3
C/C(=N\NC(=O)CSCc1ccc(Cl)cc1)c1ccc(NC(=O)c2ccccc2)cc1 | 0.5 | 11.1 | -0.4 | 2.9 | 47.9 | 2.0 | 4.0 | -0.2 | i | 1.7

Assay outcomes deposited in PubChem by several laboratories.
